PKA-R1A activ = activators of PKA-R1A complex. P00514+P68181. PKA-R1A dissociation, Cy5-IP20 fluorescence polarization; scaled: DMSO 0%, 113 µM cGMP 100%. activation, % at 11.4 µM. 0.083% of 340,000 active;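 active = percent activation above the mean of all tested compounds plus 3 SD, cut at about 19% in these data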;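 also: higher means more PKAc released from R1A so a rise in polarization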
SUMO Mot1 rescue = blocks SUMOylation pathway, rescuing yeast Mot1-301 growth | S. cerevisiae Mot1-301 growth rescue, ATP luminescence, 38.5C; percent above DMSO median, 100 means doubled | growth rescue, % at 18.8 µM | 1% of 320,000 active;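 active = every valid replicate shows activation above 250% relative to neutral control wells; inactive = the rest, any valid replicate at or below 250%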;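 also: OY570 slx delta 5 strain wells were the positive control but not used for scaling; some compounds called inactive have numbers as strong as hits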
Tat export inh = E. coli Tat transport inhibition; E. coli MC4100 TorA-mCherry Tat export, fluorescence; inhibition, % at 10 µM; 0.036% of 340,000 active;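 active = mean replicate inhibition at least 50% and at least half of replicates individually reaching 50%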;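 also: exported cargo escapes ClpAP degradation while cytoplasmic cargo is degraded and loses fluorescence; 0% = median of neutral control wells and 100% = median of NaSCN control wells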
HTR5A ag ctr = counter-screen for OPRM1-OPRD1 agonists: human HTR5A agonism; P47898; AID 504692; 0.61% of 340,000 active; activation, % at 9.3 µM; HTR5A agonist assay, luminescence, cell-based; in the data active = activation mostly above about 9.5%, no sharp cut-off; inactive = mostly below about 7.6%;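 also: 0% = cells with vehicle only and 100% = reference agonist; strong numbers were not always called active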
Target sequence (P47898 whole entry, looked up): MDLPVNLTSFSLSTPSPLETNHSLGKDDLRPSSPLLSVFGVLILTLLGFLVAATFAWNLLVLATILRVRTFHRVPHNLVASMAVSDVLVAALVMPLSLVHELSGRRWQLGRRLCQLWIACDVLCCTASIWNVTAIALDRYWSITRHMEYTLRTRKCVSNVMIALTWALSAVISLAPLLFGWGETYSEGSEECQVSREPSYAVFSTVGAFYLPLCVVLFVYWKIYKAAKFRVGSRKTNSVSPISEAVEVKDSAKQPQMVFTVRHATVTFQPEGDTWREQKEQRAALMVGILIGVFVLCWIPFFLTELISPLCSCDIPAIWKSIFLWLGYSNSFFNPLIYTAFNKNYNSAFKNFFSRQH
CDK5 p35 inh = CDK5/p35 (human) kinase inhibition; Recombinant CDK5/p35, ADP-Glo luminescence, 60 min; inhibition, % at 10 µM; 0.01% of 330,000 active;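 active = highest replicate inhibition of at least 50% and at least 75% of replicates reaching 50%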;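 also: plate controls were DMSO neutral control for no effect and GW8510 at 10 µM for full effect; many of its hits are not listed in these tables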
Target sequence (Q00535 whole entry, looked up): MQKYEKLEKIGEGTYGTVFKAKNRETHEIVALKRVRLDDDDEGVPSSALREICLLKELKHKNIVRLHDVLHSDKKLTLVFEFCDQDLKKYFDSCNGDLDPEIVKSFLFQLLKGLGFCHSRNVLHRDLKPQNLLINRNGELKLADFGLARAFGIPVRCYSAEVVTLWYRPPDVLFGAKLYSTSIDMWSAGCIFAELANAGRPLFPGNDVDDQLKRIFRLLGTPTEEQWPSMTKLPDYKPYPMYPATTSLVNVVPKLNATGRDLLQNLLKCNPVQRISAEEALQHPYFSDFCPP
Target sequence (Q15078 whole entry, looked up): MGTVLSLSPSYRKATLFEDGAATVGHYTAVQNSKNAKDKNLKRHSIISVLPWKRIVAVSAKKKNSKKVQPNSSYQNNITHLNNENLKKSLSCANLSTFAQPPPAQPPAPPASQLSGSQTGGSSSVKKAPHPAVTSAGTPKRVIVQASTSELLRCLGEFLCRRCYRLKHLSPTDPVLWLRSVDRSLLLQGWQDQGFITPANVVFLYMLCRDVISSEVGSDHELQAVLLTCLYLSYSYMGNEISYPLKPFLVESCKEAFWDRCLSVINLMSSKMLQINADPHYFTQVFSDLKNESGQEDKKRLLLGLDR
Ecoli viability = bacterial growth inhibition, counter-screen for AddAB inhibitors. E. coli V3065 growth, OD600 absorbance, 18 h. 0.27% of 330,000 active. inhibition, % at 11.9 µM;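 active = inhibition above the campaign's mean inhibition across all tested compounds plus 3 SD, cut at about 9.9% in these data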;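 also: uninfected addAB+ strain grown without phage in ampicillin broth; 0% = DMSO wells and 100% = ciprofloxacin 0.95 µg/ml wells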
PKA-R2B activ = activates the human PKA-R2B holoenzyme complex; P22694+P31323; PKA-R2B holoenzyme dissociation, Cy5-IP20 fluorescence polarization; R2B truncated from residue 108, S112A mutant; 0% DMSO only, 100% 113 µM cGMP; AID 504700; 0.079% of 340,000 active; activation, % at 11.4 µM;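 active = activation above a cutoff set at the mean over all compounds plus 3 SD, cut at about 18% in these data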;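 also: higher means more holoenzyme dissociation and a rise in polarization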
DAGLB inhibitor = blocks human DAGLB lipase activity; Q8NCG7; 0.059% of 340,000 active; HEK293T DAGLB membrane lysate, EnzChek fluorogenic substrate; AID 504411; inhibition, % at 5.17 µM; in the data active = inhibition above about 34%;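 also: 0% = enzyme with vehicle and 100% = wells lacking enzyme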
phage Ecoli inh = E. coli growth loss with phage present. inhibition, % at 11.9 µM. growth absorbance. 0.26% of 360,000 active; in the data active = inhibition above about 11%
HTR5A inv ag = counter-screen for OPRM1-OPRD1 inverse agonists: human HTR5A inverse agonism. HTR5A cell line, luminescence. inhibition, % at 9.3 µM. 0.083% of 340,000 active; in the data active = inhibition mostly above about 23%, no sharp cut-off; inactive = mostly below about 18%;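 also: 0% = cells with DMSO and 100% = no-cell wells with DMSO; some compounds called inactive have numbers as strong as hits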
AddAB inh = less growth of phage-infected E. coli with AddAB; inhibition, % at 11.9 µM; 0.29% of 330,000 active; E. coli expressing H. pylori AddAB, absorbance growth; in the data active = inhibition above about 12%;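 also: 0% = vehicle wells of infected cells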
* hit, by the source's call; / = not tested or not shown.

Fields: Tat export inh	HTR5A inv ag	SUMO Mot1 rescue	PKA-R2B activ	CDK5 p35 inh	phage Ecoli inh	PKA-R1A activ	HTR5A ag ctr	DAGLB inhibitor	AddAB inh	Ecoli viability
> CC(NC(=O)COC(=O)c1cc2ccccc2cc1O)c1ccccc1 (stereo unspecified)
 : -16.3	-5.6	/	-2.9	0.6	2.1	0.5	0.8	-1.7	/	/
> C=CCn1c(SCC(=O)N(C(C)CC)C2CCS(=O)(=O)C2)nc2ccccc2c1=O (stereo unspecified)
 : -0.8	0.8	/	-3.2	-0.4	1.1	5.0	2.7	-1.0	/	/
> CN(C)c1ccc(/C=C/c2cc[n+](C)cc2)cc1
 : -118.5	16.9	5.9	6.0	0.5	9.4	2.0	0.7	-1.9	8.7	5.8
> CC(C)=Cc1oc2ccc([N+](=O)[O-])cc2c1N1CC(C)OC(C)C1 (stereo unspecified)
 : 1.1	16.3	24.0	-3.4	0.4	4.7	6.7	-5.9	-2.3	1.7	2.4
> O=CNc1cc2c(cc1Br)-c1ccccc1C2O (stereo unspecified)
 : 2.8	-3.8	/	-3.0	1.4	3.4	11.4	1.1	-0.2	/	/
> COc1ccc(CN2CCNC(=O)C2CC(=O)NCCc2nc(C)c(C)s2)cc1C (stereo unspecified)
 : 4.1	-6.6	-6.8	6.6	-1.2	2.8	5.7	1.7	-1.2	1.7	1.0
> O=C(OCc1cc2ccccc2[nH]c1=O)C1CCCO1 (stereo unspecified)
 : 2.7	-31.1	71.2	-4.3	1.9	0.0	-7.6	-2.1	-2.5	0.1	-1.6
> O=C(OCCOCCN=C1NS(=O)(=O)c2ccccc21)c1ccccc1
 : -6.7	-14.2	-9.5	3.8	-0.6	1.5	3.5	-1.4	-1.6	2.6	1.3
> O=C(NCc1ccncc1)C(=O)Nc1nc2ccccc2s1
 : -4.7	10.6	3.8	11.9	-0.1	3.4	-11.7	3.1	-3.9	0.7	-1.3
> O=C(COC(=O)C1=COCCO1)Nc1cc(S(=O)(=O)N2CCCCC2)ccc1Cl
 : 1.9	2.3	9.4	-17.0	-2.7	0.6	11.1	-0.8	-0.1	2.4	0.2
> O=c1c2c(-c3cccs3)csc2ncn1/N=C/c1ccccn1
 : 2.2	16.3	-20.5	-3.7	-0.5	2.5	-0.3	-4.9	-0.6	0.8	-0.9
> Cc1ccc(CNC(=O)C(=O)NCC2CCCO2)cc1 (stereo unspecified)
 : 2.3	0.4	-6.9	-6.8	-0.2	2.6	-7.7	6.3	-1.2	1.1	-2.5
> CCN(Cc1ccccc1)C(=O)COC(=O)[C@@H]1CCCN1C(=O)c1cccs1
 : 2.8	3.0	-4.0	0.5	-2.0	3.8	-3.1	-0.8	-2.2	-0.2	1.4
> COC(=O)C1C2C=CC3(CN(CCc4ccccc4)C(=O)C13)O2 (stereo unspecified)
 : -1.8	-22.9	428.6*	-0.2	-1.4	5.1	7.8	4.1	1.9	1.3	0.1
> COc1ccc(C(CNC(=O)C2COc3ccccc3O2)N2CCCC2)cc1 (stereo unspecified)
 : -1.8	22.9	-6.5	0.2	0.4	-0.3	1.4	-9.3	0.4	2.8	1.9
> O=C(Nc1ccc2ccccc2c1)N1CCN(c2ncccc2C(F)(F)F)CC1
 : 11.6	3.9	-1.5	0.0	1.3	-0.2	-2.0	-0.4	-3.5	0.8	-1.1
> Cc1ccc(-n2nnnc2SCc2nc3sc(C)c(C)c3c(=O)[nH]2)cc1
 : -4.7	11.8	-6.4	1.1	0.3	1.2	7.4	-1.5	5.7	1.2	-0.7
> CN1CCC(=NNC(=O)CN(c2ccc([N+](=O)[O-])cc2)S(=O)(=O)c2ccccc2)CC1
 : -3.1	-2.0	73.5	-1.2	-0.9	1.9	-4.0	0.8	-0.1	3.5	-0.7
> NC(=O)c1nn(-c2cccc(Cl)c2)c(=O)cc1O
 : 5.5	-16.8	-0.3	6.0	2.2	-0.5	-4.8	-0.9	0.6	1.6	1.4
> N#Cc1c(NC(=O)COC(=O)c2ccc(O)cc2O)sc2c1CCC2
 : -0.8	12.8	12.2	6.0	-1.3	1.9	-18.1	-5.3	-0.7	2.3	2.6

Already shown: 3 of the compounds above.
Fields: Tat export inh	HTR5A inv ag	SUMO Mot1 rescue	PKA-R2B activ	CDK5 p35 inh	phage Ecoli inh	PKA-R1A activ	HTR5A ag ctr	DAGLB inhibitor	AddAB inh	Ecoli viability
> O=c1c2c(-c3cccs3)csc2ncn1/N=C/c1ccccn1
 : 2.2	16.3	-20.5	-3.7	-0.5	2.5	-0.3	-4.9	-0.6	0.8	-0.9
> Cc1ccc(CNC(=O)C(=O)NCC2CCCO2)cc1 (stereo unspecified)
 : 2.3	0.4	-6.9	-6.8	-0.2	2.6	-7.7	6.3	-1.2	1.1	-2.5
> CCN(Cc1ccccc1)C(=O)COC(=O)[C@@H]1CCCN1C(=O)c1cccs1
 : 2.8	3.0	-4.0	0.5	-2.0	3.8	-3.1	-0.8	-2.2	-0.2	1.4

The list goes on:
Fields: Tat export inh	HTR5A inv ag	SUMO Mot1 rescue	PKA-R2B activ	CDK5 p35 inh	phage Ecoli inh	PKA-R1A activ	HTR5A ag ctr	DAGLB inhibitor	AddAB inh	Ecoli viability
> CC(Oc1ccc(Cl)cc1Cl)C(=O)/C=C/N(C)C (stereo unspecified)
 : -7.1	-19.0	/	4.4	1.1	0.5	-11.3	7.3	3.2	-0.2	-0.2
> Cc1ccc(-n2c([C@@H]3C[C@H]3c3ccccc3)n[nH]c2=S)cc1
 : -7.4	1.5	7.3	-5.0	0.5	3.3	-19.2	-0.6	1.5	-1.6	-0.8
> O=C(Nc1ccc(Cl)cc1)N1CCN(c2ncccn2)CC1
 : -1.4	20.8	8.9	-6.5	0.5	2.1	-12.2	-4.8	-3.3	5.7	-0.2
> O=C(c1ccc(F)cc1)n1c(NCc2ccccc2)n[nH]c1=S
 : -7.0	-9.4	-16.8	7.0	0.8	0.8	-4.5	3.4	0.9	1.4	0.6
> Brc1cccc(/C=N/Nc2nn[nH]n2)c1
 : -11.8	14.9	/	-9.5	0.2	4.0	1.3	-0.4	0.1	2.4	0.2
> O=C(NC(=S)Nc1ccccc1OC(F)F)c1ccc2c(c1)OCO2
 : -1.0	-5.7	12.5	-3.3	0.6	0.9	-3.7	2.3	-19.4	2.7	2.0
> CCOc1ccccc1/C=N/n1c(C)nc2ccccc2c1=O
 : -3.0	-3.5	-1.5	-6.9	-0.3	1.0	-2.8	0.9	-0.3	0.2	0.0
> CCOc1ccccc1OCc1nn2c(COc3ccccc3)nnc2s1
 : 3.4	0.3	-5.7	-0.6	0.3	0.9	-5.4	-1.1	-6.7	4.0	-0.9
> CCOC(=O)c1ccc(N2C(=O)c3n[nH]c(-c4ccco4)c3C2c2cccc([N+](=O)[O-])c2)cc1 (stereo unspecified)
 : 6.2	6.0	-15.1	-2.4	-2.0	1.3	-10.8	-2.4	7.9	-0.7	0.3
> Cc1cc2nccc(-c3ccc(Cl)cc3Cl)n2n1
 : -1.6	12.1	26.7	10.2	1.1	1.9	9.2	-3.4	-10.3	-1.4	1.3
> COc1ccc(-c2nc(CS(=O)CC(=O)NC3CCCCC3)c(C)o2)cc1OC (stereo unspecified)
 : 8.5	18.7	4.2	3.0	-1.9	/	-11.1	-1.4	0.0	2.8	-0.3
> CC(O)C(=O)N/N=C/c1cccc(Cl)c1Cl (stereo unspecified)
 : 1.1	-4.9	130.4	0.9	0.2	2.3	9.0	2.8	1.5	3.9	1.6
> COc1ccc(N(CC(=O)NCCC(C)C)C(=O)c2snc(C(=O)NC3CCCCC3)c2N)c(OC)c1
 : 15.5	7.7	/	2.1	-0.1	-0.1	-4.6	-2.9	-2.5	/	/
> Cc1cc(-c2[nH]nc3c2C(c2ccsc2)C(C#N)=C(N)O3)c(C)s1 (stereo unspecified)
 : 0.4	-15.6	265.0	-10.7	1.1	2.9	-13.0	10.9	5.2	1.9	1.1
> S=C(Nc1cc(Cl)ccc1Cl)Nn1cnnc1
 : 1.2	/	-18.2	/	1.2	-0.8	/	/	/	-0.4	1.2
> COc1ccc(C(=O)Oc2cccnc2)cc1OC
 : 3.5	-25.4	-12.9	-14.9	-0.6	2.5	-25.0	4.9	-2.6	0.9	-0.3
> CCCCCC(=O)Nc1c(-c2cccs2)c(=O)c2ccccc2n1C
 : 0.0	-10.4	1.8	-10.1	4.1	0.2	-6.1	1.5	-1.4	3.2	-0.5
> Nc1cc(C(=O)O)c(N)c2c1C(=O)c1ccccc1C2=O
 : -7.2	3.6	-23.4	-22.2	22.0	/	-13.9	-10.5	23.7	-6.4	-5.9
> Cc1nc2c3cc(Cl)ccc3n(CCN3CCOCC3)c2s1
 : -1.1	14.1	-8.8	-6.4	1.0	0.0	-0.1	-1.1	0.3	-1.6	-1.9
> CCCCn1c(NS(=O)(=O)c2ccccc2)c(S(=O)(=O)c2ccc(C)cc2)c2nc3ccccc3nc21
 : 19.5	-1.8	2.7	-2.7	-5.0	2.5	-7.0	0.7	-14.1	1.3	-1.8
> O=C(NNC1=NCCC1)C1CC1
 : 5.3	9.8	124.5	-1.1	-1.6	2.5	-1.0	0.6	-1.6	1.4	-1.4
> CN(C)C(=O)c1ccc(NC(=O)c2cccc(S(=O)(=O)N3CCCc4ccccc43)c2)cc1
 : -0.4	-23.2	0.7	-8.6	-1.0	-1.2	-6.4	8.9	0.6	-0.7	-1.1
> Cc1ccc(S(=O)(=O)/C(C#N)=C/c2c(N3CCC(C(N)=O)CC3)nc3ccccn3c2=O)cc1
 : -2.0	-20.6	0.3	-2.9	-0.1	0.7	-3.7	1.4	-2.3	3.4	0.9
> O=C(Nc1cc(Cl)cc(Cl)c1)c1cnn2cccnc12
 : 3.2	9.9	-9.6	2.0	2.0	-0.1	7.1	-2.3	-0.1	-0.6	0.2
> COc1ccc(CC(=O)NC2CCN(Cc3nnnn3C(C)(C)C)CC2)cc1OC
 : -6.5	-19.0	3.6	-7.3	-2.4	4.4	0.9	8.0	-2.0	1.4	-0.1
> Cc1cn2c(N)c(/C=C3\C=Nc4ccccc43)c(=O)nc2s1
 : -6.3	-7.7	6.5	-8.0	-0.9	2.0	3.9	5.9	-1.1	0.8	0.2
> COC(=O)c1ccc[n+](CC(=O)c2ccc(Br)cc2)c1
 : 0.6	0.7	-6.6	-16.8	-2.5	1.7	-0.1	-3.3	2.2	5.7	1.0
> COc1ccc(C(=O)NCCc2c[nH]c3ccccc23)cc1S(=O)(=O)N1CCOCC1
 : -8.6	4.1	16.8	2.5	-0.7	2.7	1.5	-1.7	1.1	2.2	-0.7
> CCOc1ccc(NC(=O)CSc2nnc(C34CC5CC(CC(C5)C3)C4)n2C)cc1
 : -7.0	-1.0	134.3	-6.3	1.3	1.5	-14.1	-3.0	-2.8	1.9	2.1
> O=C(N/N=C/c1ccccn1)c1ccccc1
 : -5.5	-16.0	12.9	-4.5	-0.2	-2.9	0.3	2.8	1.6	-0.6	-2.2
> CC1(C)CC(=O)C(C(=O)Cc2ccccc2[N+](=O)[O-])C(=O)C1
 : -0.3	9.8	-8.1	-6.3	1.8	1.5	-2.4	-2.8	1.7	3.0	0.5
> COc1cc2c(cc1OC)CN(C(=O)c1nn(Cc3ccccc3)c(=O)c3ccccc13)CC2
 : 2.5	-5.8	-13.4	4.6	0.3	1.1	5.6	4.7	0.5	-0.3	-1.1

Random draw from the library; overall some 2.3% were active at least once.
